Assay outcomes deposited in PubChem BioAssay by Broad Institute.
E-selectin induc: E-selectin induction in HUVECs, primary screen, imaging, HUVEC, immunofluorescence imaging, single point. P16581. actives 0.37% (n = 260,000). normalized: neutral wells 0, TNF-alpha wells 100. activation, % at 7.58 µM. AID 686992, 2013;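 active means mean E-selectin-positive cell signal at least 10% of the positive control, reached in at least 60% of replicates, without over 20% cell loss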;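 further: in these data hits start at about 27%; measured in HUVEC primary endothelial cells; signal is the percent of cells scored E-selectin positive by PE staining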
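Test system: HUVEC; input: 3,000 HUVEC/well; measured by: immunofluorescence imaging; read-out: % PE-positive cells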
PglD DTNB: C. jejuni PglD acetyltransferase inhibitors, primary screen, biochemical, DTNB colorimetric, single point. purified PglD enzyme, DTNB colorimetric CoA detection. UDP-N-acetylbacillosamine N-acetyltransferase PglD (Campylobacter jejuni). inhibition, % at 12.5 µM. AID 602405, 2012. actives 0.098% (n = 360,000); in the data active means inhibition above about 16%, passing the limit was not always enough; further: strong numbers were not always called active
ERAP1 inh: human ERAP1 aminopeptidase inhibitors, primary screen, biochemical, single point, plate reader | recombinant ERAP1, Leu-AMC fluorescence, 60 min | actives 0.15% (n = 340,000) | inhibition, % at 10.7 µM;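 active means mean replicate inhibition of at least 30%, or all replicates individually reaching that 30% level; inactive means mean below 30% and not every replicate reaching it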;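 further: 0% = neutral control wells and 100% = L-leucinethiol positive control wells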
Target sequence (Q9NZ08 whole entry, looked up): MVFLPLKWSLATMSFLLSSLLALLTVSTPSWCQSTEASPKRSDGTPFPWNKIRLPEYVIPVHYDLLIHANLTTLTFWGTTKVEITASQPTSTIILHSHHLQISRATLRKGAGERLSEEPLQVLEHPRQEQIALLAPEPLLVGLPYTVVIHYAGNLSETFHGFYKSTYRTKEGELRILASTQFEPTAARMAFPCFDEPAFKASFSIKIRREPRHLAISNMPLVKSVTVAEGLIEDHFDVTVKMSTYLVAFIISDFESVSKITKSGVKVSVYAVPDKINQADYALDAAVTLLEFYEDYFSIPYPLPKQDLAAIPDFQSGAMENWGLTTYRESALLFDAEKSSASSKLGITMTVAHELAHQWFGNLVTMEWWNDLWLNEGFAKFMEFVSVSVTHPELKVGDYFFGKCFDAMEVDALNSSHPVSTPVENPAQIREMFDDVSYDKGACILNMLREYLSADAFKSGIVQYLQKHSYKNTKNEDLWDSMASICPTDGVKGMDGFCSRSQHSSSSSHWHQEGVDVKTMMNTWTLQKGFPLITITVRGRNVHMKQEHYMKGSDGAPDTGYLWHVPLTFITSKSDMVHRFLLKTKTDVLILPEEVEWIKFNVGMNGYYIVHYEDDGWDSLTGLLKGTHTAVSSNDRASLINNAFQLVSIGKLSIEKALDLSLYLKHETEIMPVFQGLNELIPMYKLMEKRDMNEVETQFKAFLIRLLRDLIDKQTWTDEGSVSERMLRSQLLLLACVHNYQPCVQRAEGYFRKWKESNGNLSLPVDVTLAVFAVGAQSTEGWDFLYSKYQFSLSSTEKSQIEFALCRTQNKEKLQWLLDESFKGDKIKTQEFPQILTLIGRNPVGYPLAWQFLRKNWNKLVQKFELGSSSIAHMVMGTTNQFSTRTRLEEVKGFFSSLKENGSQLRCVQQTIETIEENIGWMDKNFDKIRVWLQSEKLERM
RAD54 inh: inhibitors of human RAD54 branch migration, primary screen, biochemical, fluorescence, single point; DNA repair and recombination protein RAD54-like (Homo sapiens), Q92698; RAD54 Holliday junction branch migration, FAM/BHQ fluorescence; inhibition, % at 10.4 µM; actives 0.14% (n = 360,000);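 active means mean normalized replicate activity at least 40 and at least half of replicates scoring 40 or more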;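 further: 0% = median of neutral control wells and 100% = median of positive control wells; inhibitors cause a drop in the FAM fluorescence signal; in these data hits start at about 50%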
RAD52 anneal inh: RAD52 DNA annealing inhibitors, primary screen, biochemical, FRET, single point, set 2. recombinant RAD52 DNA annealing, FRET fluorescence. inhibition, % at 18.7 µM. actives 0.46% (n = 360,000);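 active means every replicate showing at least 50% inhibition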
PGC1a acetyl inh: inhibitors of PGC1a acetylation signal, primary screen, cell-based, U2OS, AlphaScreen, inhibitor mode; AID 651687, 2012; inhibition, % at 15.6 µM; AlphaScreen anti-acetyl-lysine; with virally co-expressed GCN5 acetyltransferase; actives 0.17% (n = 350,000);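 active means every replicate shows inhibition of at least 40%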;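 further: 0% = neutral control wells and 100% = positive control wells; some results beyond the cut were filed as inactive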
Cneo AK release: Cryptococcus neoformans cell lysis inducers, primary screen, AK release luminescence, single concentration | lysis activity, % at 15 µM | C. neoformans lysis, adenylate kinase release luminescence, 4 h; normalised: neutral wells 0, clomiphene wells 100 | actives 0.2% (n = 360,000);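 active means mean lysis activity across replicates of at least 80%, whatever share of replicates individually reach that level; inactive means mean lysis activity below 80%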
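Material – log-phase Cryptococcus neoformans yeast cells · Input – 5 × 10^6 yeast cells/mL · Medium – fresh YPD growth medium · Doses – single compound concentration per well · Timing – static 4 h at 37 °C with compound, 1 h detection · Detection – adenylate kinase release luminescence · Read-out – signal increase indicating cell lysis · Control set – Clomiphene as positive lysis control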
miR-122 sensor: miR-122 Renilla sensor signal increase in Huh7, primary screen, miR-122 inhibitor project, cell-based, single point, plate reader; actives 0.3% (n = 340,000); Huh7 miR-122 Renilla luciferase sensor, 48 h; neutral wells = 0, positive control = 100; activation (reporter increase), % at 12.5 µM;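 active means mean replicate activation score at least 90 and every replicate individually at or above 90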;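 further: higher luciferase means less miR-122 activity so hits act as miR-122 inhibitors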
Numbers without * were called inactive; nt = not tested or not shown; [ ] = remark or other dose. The order is random; about 1.4% have a hit in one of these screens.

SMILES | E-selectin induc | PglD DTNB | ERAP1 inh | RAD54 inh | RAD52 anneal inh | PGC1a acetyl inh | Cneo AK release | miR-122 sensor
COc1cc(NC(=O)Cn2c(C)cc3ccccc3c2=O)cc(OC)c1OC | nt | -1 | nt | -11 | nt | 5 | -1 | 7
CN1CCN(C(=O)c2cc3c(s2)-c2ccccc2S(=O)(=O)C3)CC1 | 0.1 | 0 | -3 | -6 | -3 | 4 | -1 | 6
COc1ccc2c3c(n(C)c2c1)[C@H](CO)N(C)CC31CCN(C(=O)c2ccccc2F)CC1 | -0.3 | nt | -5 | nt | -30 | 1 | nt | nt
C#Cc1cccc(Nc2nc(NCCOC)nc3ccsc23)c1 | -0.2 | 3 | -1 | 4 | -7 | nt | -1 | -12
C[C@@H]1CN([C@H](C)CO)C(=O)Cc2cc(N(C)C)ccc2O[C@@H]1CN(C)S(=O)(=O)c1ccc(F)cc1 | nt | 0 | 1 | -12 | 1 | -3 | 56 | -2[16.7 µM]
CCCC(=O)Nc1ccc2c(c1)C(=O)N(C)C[C@H](OC)[C@@H](C)CN(Cc1nccs1)[C@@H](C)CO2 | 0.0 | 1 | nt | 1 | -6 | 4 | -2 | nt
CC(C)CC#Cc1ccc2c(c1)O[C@@H](CN(C)C(=O)Cc1ccncc1)[C@H](C)CN([C@@H](C)CO)S2(=O)=O | 0.0 | -1 | 3 | 5 | -16 | -3 | -2 | 8[16.7 µM]
Cc1ccc(S(=O)(=O)N2CC[C@@H]3[C@H](CO)N(C)c4ccc(-c5ccc(C#N)cc5)cc4[C@@H]32)cc1 | 0.1 | -3 | 0 | 5 | -8 | 5 | -1 | 9[16.7 µM]
O=C(NC(=S)Nc1ccc2oc(=O)ccc2c1)c1cccc(Cl)c1 | nt | -5 | -2 | -5 | -8 | -2 | 4 | 7
O=C(C[C@@H]1CC[C@@H]2[C@H](COC[C@@H](O)CN2C(=O)Nc2cccc(Cl)c2)O1)NCCCN1CCOCC1 | 0.1 | -2 | 0 | 2 | 8 | -3 | -5 | -2[16.7 µM]
CC1=C/C(=N\NC(=O)c2ccc(O)cc2)CC1 | nt | nt | 0 | nt | -10 | 4 | nt | 1
O=C(NC(=S)N1CCN(c2ccccc2)CC1)c1c(F)cccc1F | 0.0 | 0 | -1 | 6 | -13 | 6 | 14 | nt
CC1(c2ccc(Cl)cc2)NC(=O)N(CC(=O)N2CCc3ccccc3C2)C1=O (stereo not drawn) | nt | 2 | 5 | 4 | -16 | nt | -2 | nt
CC(C)(C)CC(=O)Nc1ccc(-c2nnc3n2CCCCC3)cc1 | nt | -1 | 1 | -4 | -11 | -2 | -1 | -10
CCOC(CNCc1cc(C)c2[nH]c3ccccc3c2c1C)OCC | 0.0 | -7 | -1 | 20 | -93 | -8 | -1 | -5
Cc1cc(C)cc(OCc2ccc(C(=O)N3N=C(C(F)F)CC3(O)C(F)F)o2)c1 (stereo not drawn) | nt | 0 | nt | 2 | nt | -9 | 0 | -4
Cc1ccc2nc(SCC(=O)Nc3c(F)cccc3F)[nH]c2c1 | -1.6 | -9 | -2 | 0 | -21 | 2 | -2 | nt
CNc1oc(/C=C/c2cccc(OC)c2)nc1C#N | nt | 5 | nt | 6 | nt | -6 | 0 | -1
CC(C)NC(=O)Nc1ccc2c(c1)CC(=O)N([C@@H](C)CO)C[C@@H](C)[C@H](CN(C)C(=O)Nc1cccc3ccccc13)O2 | nt | 1 | 0 | -4 | 0 | 6 | -4 | 11[16.7 µM]
CCCCc1ccc(NC(=O)C2CCCO2)cc1 (stereo not drawn) | nt | -1 | nt | -12 | nt | 5 | -2 | -8
O=C(Nc1cccc(Cl)c1)c1cc2c(=O)n3ccccc3nc2s1 | -0.3 | 0 | -3 | -5 | -10 | nt | 0 | nt
Fc1ccc(-c2nnn(Cc3ccc(F)cc3Cl)n2)cc1 | 0.0 | 6 | 0 | 15 | -1 | -4 | 1 | nt
c1ccc2nc(-c3ccncc3)ccc2c1 | nt | -4 | nt | 0 | nt | nt | -2 | 1
COc1ccc(NC(=O)Cn2nnc(C(=O)NCc3ccc(C)cc3)c2N)cc1Cl | nt | 2 | 2 | -3 | -8 | -15 | 2 | 0
O=C(Cn1ccc2ccccc2c1=O)NCCC(=O)N1CCCCC1 | nt | 6 | -8 | 1 | -10 | 1 | -1 | 2
CC1(C)N=C(N)N=C(N)N1c1ccc(Oc2ccc(Cl)cc2)c(Cl)c1 | -0.1 | 6 | 7 | 9 | 12 | 3 | 0 | -16
CCCCC(=O)NC(c1ccccc1OC)c1ccc2cccnc2c1O (stereo not drawn) | nt | 1 | 1 | 2 | 14 | 29 | 1 | -46
Cc1ccnc(N2CCC(C(=O)Nc3ccc4c(c3)CCC4)CC2)n1 | nt | -6 | nt | -6 | nt | 8 | -1 | 2
CN1C(=O)C(=O)N(CC(=O)N2CCc3ccccc32)C1=O | nt | -4 | nt | -8 | nt | 6 | -2 | 2
COc1ccccc1NC(=O)C1(C)Cc2ccccc2C(=O)O1 (stereo not drawn) | -0.1 | -2 | 7 | -4 | -1 | nt | 3 | 4
CCc1ccc(OCC(O)CNC(C)(C)C)cc1 (stereo not drawn) | nt | 6 | 1 | -5 | 10 | -1 | -3 | 2
Cc1occc1C(=O)N/N=C/c1c[nH]c2ccccc12 | nt | -1 | 2 | 6 | -4 | -8 | 1 | 9
CC(C)(C)c1ccc(C(=O)N2CCCC2)s1 | -0.1 | -4 | nt | -1 | -5 | 3 | 0 | nt
CN(Cc1ccccc1)C(=O)Cn1nnc(-c2ccccc2)c1COc1ccccc1 | nt | 5 | -3 | 11 | -4 | 15 | 0 | 4
CN1C(=O)c2cc(NS(=O)(=O)c3ccc(F)cc3)ccc2OC[C@@H]2O[C@H](CC(=O)NCC(F)(F)F)CC[C@@H]21 | -0.1 | -1 | -3 | -26 | -16 | -5 | 4 | 35[16.7 µM]
CN(C)c1ccc(NC(=O)CCN2C(=O)c3cccc([N+](=O)[O-])c3C2=O)cc1 | nt | 2 | 0 | -2 | 2 | 4 | 3 | 2
CCS(=O)(=O)Nc1ccc2c(c1)C(=O)N(C)[C@@H]1CC[C@@H](CC(=O)NC3CCCCC3)O[C@@H]1CO2 | 0.0 | 1 | -3 | 13 | 0 | -5 | -9 | -1[16.7 µM]
C[C@H]1CN([C@@H](C)CO)S(=O)(=O)c2ccc(C#CC3CCCC3)cc2O[C@H]1CN(C)S(C)(=O)=O | 0.8 | 0 | 1 | 0 | 5 | -5 | -3 | -2[16.7 µM]
COc1ccc(/C=C/C(=O)c2cc(Br)ccc2OC(=O)c2ccco2)cc1OC | nt | nt | -2 | nt | -11 | -3 | nt | 8
CC(C)C#Cc1ccc([C@@H]2[C@H](CO)N3C(=O)CN(C(=O)C4CCCCC4)C[C@@H]23)cc1 | -0.1 | nt | -1 | nt | 4 | 3 | nt | nt
Cc1ccnc(NC(=O)CCNS(=O)(=O)c2ccc(C)c(C)c2)c1 | nt | 3 | 0 | -2 | -7 | nt | -8 | 4
CCC(C)NC(=O)CSC1=Nc2ccccc2C2=NC(CCC(=O)NCc3ccco3)C(=O)N12 (stereo not drawn) | nt | -9 | nt | -3 | nt | -1 | 8 | 14
Cc1c(C(=O)NCc2ccccc2CN2CCCC2)oc2ccccc12 | nt | 2 | 3 | -9 | -8 | -8 | 2 | 0
O=C1[C@@H]2CSCN2C(=O)CN1CCc1cccc(F)c1 | nt | -1 | nt | -2 | nt | 1 | 2 | 8
CCCNC(=O)C[C@@H]1C[C@@H]2c3cc(NS(=O)(=O)c4ccccc4)ccc3O[C@@H]2[C@H](CO)O1 | -0.4 | -2 | nt | 4 | nt | -2 | 2 | -5[16.7 µM]
O=C(CSc1nnc(-c2ccncc2)o1)c1cccc([N+](=O)[O-])c1 | 0.0 | -5 | -1 | 3 | -21 | -15 | -2 | -6
COc1ccccc1NC(=O)N1CCCCN2[C@H](C1)[C@H](c1ccc(-c3ccc(C)cc3)cc1)[C@@H]2CO | -0.5 | 0 | 5 | 3 | 1 | 15 | 3 | -4[16.7 µM]
COc1ccc(N2CCN(C(=O)COC(=O)c3ccc(OC(F)F)cc3)CC2)cc1 | -0.5 | nt | 0 | nt | -4 | 7 | nt | nt
COC(=O)C[C@@H]1CC[C@H]2[C@@H](COC[C@@H](O)CN2S(=O)(=O)c2ccc(F)cc2)O1 | 0.2 | -2 | 0 | -9 | 11 | 1 | 54 | -1[16.7 µM]
CNc1cc(C)nc(-n2nc(C)cc2C)n1 | nt | 1 | nt | -6 | nt | -11 | 16 | 0
COCCCn1c(SCC(=O)Nc2nc3ccccc3s2)nnc1-c1ccoc1C | nt | -3 | nt | -2 | nt | -1 | 2 | 5
C[C@@H]1CCCCO[C@H](CN(C)C(=O)CCC(F)(F)F)[C@@H](C)CN([C@@H](C)CO)C(=O)c2cc(NC(=O)Nc3ccccc3)ccc2O1 | -0.1 | 2 | -2 | -8 | 12 | 0 | 2 | 14[16.7 µM]
COc1cccc(-c2nnc(NC(=O)c3ccc4ncsc4c3)o2)c1 | 0.8 | -1 | 2 | -6 | -12 | -7 | -2 | -5
CC(C)CNC(=O)c1cc(-c2ccc(Cl)c(Cl)c2)on1 | nt | nt | 0 | nt | -15 | -4 | nt | -2
Cc1cc(OCc2cc(C(=O)NCCN3CCCCC3CO)no2)cc(C)c1Cl (stereo not drawn) | 4.7 | 1 | -4 | -3 | -29 | -6 | 11 | -5
Fc1ccc(CSc2nncn2NCc2ccccc2)cc1 | nt | 1 | nt | -19 | nt | 10 | 0 | 5
O=C(Cc1ccc(Cl)cc1)Nc1cccnc1Cl | 0.0 | -2 | 0 | 10 | -9 | 1 | 1 | -1
CCc1ccc(NC(=O)C(C)OC(=O)c2ccc(NS(=O)(=O)c3ccc(C)c([N+](=O)[O-])c3)cc2)cc1 (stereo not drawn) | nt | -1 | 5 | 4 | -18 | -7 | 5 | 5
CC(C)[C@H](NC(=O)N1c2ccccc2NC(=O)[C@@H]1C(C)C)C(=O)N1CCC(C(=O)O)CC1 | nt | -5 | 12 | 14 | 0 | 6 | 0 | 2
COc1ccc(/C=C/C(=O)Nc2ccc3c(c2)CCC3)cc1OC | nt | -1 | nt | 7 | nt | -3 | 1 | -2
